Screening results: PubChem BioAssay, several laboratories
CF NFkB block – blocks PAF-induced NF-kB reporter in cystic fibrosis cells. KKLEB NF-kB-GFP reporter, GFP fluorescence overnight. inhibition, % at 5 µM. 360,000 tested, 0.86% active. AID 588850;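 active = at least 50% inhibition at 5 µM, scaled per plate between neutral and stimulator controls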;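 also: PAF is a Pseudomonas aeruginosa culture filtrate used as stimulus; plate controls were PAF-stimulated DMSO wells for no effect and unstimulated DMSO wells for full effect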
TROY signal inh – TROY signaling inhibition; Q293 LMP1-TROYcd NF-kB luciferase reporter, 4 h; inhibition, % at 10 µM; 360,000 tested, 0.98% active; AID 1347056;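 active = compounds whose plate-normalised and pattern-corrected inhibition of the luciferase reporter signal at the single screening dose is 50% or more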
TWEAK-Fn14 inh – TWEAK-Fn14 signaling inhibition; TWEAK-stimulated Fn14 reporter cells, luciferase luminescence, 8 h; inhibition, % at 10 µM; 360,000 tested, 2% active; in the data active = inhibition above about 50%
EBV LMP1 NFkB – reduces LMP1-driven NF-kappaB luciferase signal; LMP1-induced NF-kappaB luciferase reporter cells, luminescence; inhibition, % at 12.5 µM; 350,000 tested, 0.69% active; AID 504558; in the data active = inhibition above about 41%;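 also: 0% = neutral control wells and 100% = reference inhibitor control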
KKLEB cytotox – CF airway cell cytotoxicity counter-screen. KKLEB CF airway cells viability, ATPlite luminescence, overnight; stronger effect = lower value; cells stimulated with P. aeruginosa culture filtrate. activity change (cytotoxicity), % at 5 µM. 360,000 tested, 0.36% active;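 active = corrected activity change at or below -50% at 5 µM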
TRAIL sens C8 – caspase-8 TRAIL sensitization; NB7+C8 cells + TRAIL, ATPlite viability luminescence; inhibition (viability loss, TRAIL sensitization), % at 10 µM; 360,000 tested, 1% active;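 active = compounds causing at least 50% loss of cell viability in the single-dose screen, relative to plate controls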
NR2F2 inh – inhibitors of human COUP-TFII (NR2F2); 370,000 tested, 0.7% active; P24468; inhibition, % at 8.6 µM; HEK293T NGFI-A luciferase reporter, luminescence;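 active = inhibition above a per-plate cutoff, mean inhibition of test wells between control levels plus 3 SD, cut at about 38% in these data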;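 also: cells cotransfected with COUP-TFII expression vector driving the NGFI-A reporter; 0% = median of COUP-TF2 test wells and 100% = reporter-only cells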
Target sequence (P24468 whole entry, looked up): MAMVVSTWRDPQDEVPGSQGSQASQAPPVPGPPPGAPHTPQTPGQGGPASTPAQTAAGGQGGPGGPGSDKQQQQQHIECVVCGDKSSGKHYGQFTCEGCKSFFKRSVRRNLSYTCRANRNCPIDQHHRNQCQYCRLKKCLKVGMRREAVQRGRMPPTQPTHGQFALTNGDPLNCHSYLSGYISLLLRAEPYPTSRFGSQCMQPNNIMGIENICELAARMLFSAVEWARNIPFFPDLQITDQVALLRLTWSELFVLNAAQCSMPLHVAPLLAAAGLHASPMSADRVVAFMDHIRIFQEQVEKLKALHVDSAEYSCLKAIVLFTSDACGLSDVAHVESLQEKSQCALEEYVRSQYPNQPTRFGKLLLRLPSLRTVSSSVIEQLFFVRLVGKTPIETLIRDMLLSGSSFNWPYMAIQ
NCOA2 inhibitor – inhibits human steroid receptor coactivator 2. Q15596. HEK293 GAL4-SRC2 luciferase reporter, luminescence. inhibition, % at 9 µM. 370,000 tested, 0.17% active;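 active = inhibition above the mean inhibition of all tested compounds plus 3 SD, set per campaign, cut at about 52% in these data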;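 also: 0% = DMSO treated cells and 100% = cells given Gossypol at 36 µM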
LRH-1 inv ag – inverse agonists of human LRH-1 (NR5A2). O00482. 360,000 tested, 0.13% active. inhibition, % at 3.6 µM. HEK293T StAR-luciferase reporter, LRH-1 transfected, 24 h. AID 602396;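 active = inhibition above the mean inhibition of all tested compounds plus 3 SD, cut at about 73% in these data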;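 also: 0% = DMSO wells and 100% = reporter-only cells lacking LRH-1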
Target sequence (O00482 whole entry, looked up): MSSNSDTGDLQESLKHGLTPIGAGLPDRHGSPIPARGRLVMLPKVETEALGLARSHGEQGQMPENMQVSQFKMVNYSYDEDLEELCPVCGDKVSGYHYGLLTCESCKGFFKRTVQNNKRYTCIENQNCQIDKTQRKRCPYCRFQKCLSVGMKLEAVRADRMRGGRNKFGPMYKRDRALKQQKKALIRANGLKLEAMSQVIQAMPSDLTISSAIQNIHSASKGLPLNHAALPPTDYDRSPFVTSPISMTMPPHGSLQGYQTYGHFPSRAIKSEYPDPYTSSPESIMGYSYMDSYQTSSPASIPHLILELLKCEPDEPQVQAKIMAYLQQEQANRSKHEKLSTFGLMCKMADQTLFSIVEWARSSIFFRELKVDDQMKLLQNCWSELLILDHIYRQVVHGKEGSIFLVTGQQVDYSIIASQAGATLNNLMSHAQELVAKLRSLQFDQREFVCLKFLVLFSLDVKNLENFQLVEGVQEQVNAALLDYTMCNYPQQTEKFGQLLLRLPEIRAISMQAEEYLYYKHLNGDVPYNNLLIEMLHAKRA
NCOA1 inh – human NCOA1 inhibition | HEK293 GAL4-SRC1 luciferase reporter, luminescence | 360,000 tested, 0.12% active | inhibition, % at 3.6 µM | AID 588354 | Q15788;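 active = inhibition above the campaign mean plus 3 SD, with each screening campaign given its own cutoff, cut at about 60% in these data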;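 also: 0% = DMSO treated cells and 100% = gossypol at 36 µM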
NCOA3 inh – inhibits human SRC3 coactivator; Q9Y6Q9; HEK293 GAL4-SRC3 luciferase reporter, luminescence; inhibition, % at 3.6 µM; 360,000 tested, 0.17% active; AID 588352;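 active = inhibition above a per-campaign cutoff, the mean of all compounds plus 3 SD, cut at about 60% in these data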;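 also: 0% = DMSO-treated cells and 100% = gossypol-treated cells at 36 µM; higher means less SRC3-driven luciferase light from the GAL4 reporter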
* = called active by the depositor; x = not tested or not shown.

Preview (6 entries):
SMILES | CF NFkB block | TROY signal inh | TWEAK-Fn14 inh | EBV LMP1 NFkB | KKLEB cytotox | TRAIL sens C8 | NR2F2 inh | NCOA2 inhibitor | LRH-1 inv ag | NCOA1 inh | NCOA3 inh
Cc1ccc2c(c1)C1CN(C)CCC1N2C(=O)c1ccccc1NS(=O)(=O)c1cccc(C(F)(F)F)c1 (configuration not stated) | 9 | -11 | -4 | 0 | -2 | 5 | 11 | -4 | 4 | -20 | 15
CCCCNc1c(-c2ccc(OC)c(SC3CCCCC3)c2)nc2cnccn12 | 21 | 6 | 10 | 7 | -14 | 10 | x | x | 13 | -6 | 12
CC(=O)Nc1ccc(NC(=O)CCCn2cnc3ccccc3c2=O)cc1 | 11 | -20 | 9 | 3 | 0 | -3 | 6 | 8 | 15 | 2 | 20
CC1CN/C(=C\C(=O)c2ccc(Br)cc2)C(=O)N1 (configuration not stated) | 13 | 29 | 62* | -5 | 12 | 38 | -52 | -3 | -82 | -76 | -58
Fc1ccc(CSc2nnc3ccc(-c4ccncc4)nn23)cc1 | 1 | -3 | 11 | -6 | 7 | 3 | 0 | 14 | 6 | 8 | 5
Cc1cc(NC(=O)c2ccc(Cl)c([N+](=O)[O-])c2)no1 | 5 | -12 | -1 | x | 8 | -18 | -21 | 15 | -5 | -9 | -12

Results, from the first entry:
SMILES | CF NFkB block | TROY signal inh | TWEAK-Fn14 inh | EBV LMP1 NFkB | KKLEB cytotox | TRAIL sens C8 | NR2F2 inh | NCOA2 inhibitor | LRH-1 inv ag | NCOA1 inh | NCOA3 inh
Cc1ccc2c(c1)C1CN(C)CCC1N2C(=O)c1ccccc1NS(=O)(=O)c1cccc(C(F)(F)F)c1 (configuration not stated) | 9 | -11 | -4 | 0 | -2 | 5 | 11 | -4 | 4 | -20 | 15
CCCCNc1c(-c2ccc(OC)c(SC3CCCCC3)c2)nc2cnccn12 | 21 | 6 | 10 | 7 | -14 | 10 | x | x | 13 | -6 | 12
CC(=O)Nc1ccc(NC(=O)CCCn2cnc3ccccc3c2=O)cc1 | 11 | -20 | 9 | 3 | 0 | -3 | 6 | 8 | 15 | 2 | 20
CC1CN/C(=C\C(=O)c2ccc(Br)cc2)C(=O)N1 (configuration not stated) | 13 | 29 | 62* | -5 | 12 | 38 | -52 | -3 | -82 | -76 | -58
Fc1ccc(CSc2nnc3ccc(-c4ccncc4)nn23)cc1 | 1 | -3 | 11 | -6 | 7 | 3 | 0 | 14 | 6 | 8 | 5
Cc1cc(NC(=O)c2ccc(Cl)c([N+](=O)[O-])c2)no1 | 5 | -12 | -1 | x | 8 | -18 | -21 | 15 | -5 | -9 | -12
CC(Oc1ccccc1)C(=O)NNC(=O)c1cccs1 (configuration not stated) | 5 | 12 | 0 | -5 | -12 | -8 | 0 | -17 | -7 | -24 | 5
CCN(CC)C(=S)Nc1ccc2nc3n(c(=O)c2c1)CCCCC3 | -4 | -9 | 11 | -6 | -3 | -2 | 8 | -28 | -23 | -18 | 6
CCC(c1nnc(SCC(=O)N2CC(=O)Nc3ccccc32)n1Cc1ccccc1)N(C)C (configuration not stated) | -5 | -21 | 12 | -4 | 2 | -3 | -8 | 2 | 19 | -32 | 4
Nn1c(C2COc3ccccc3O2)n[nH]c1=S (configuration not stated) | 0 | -8 | 8 | 2 | 8 | -2 | 6 | -27 | 18 | -4 | 11
CN(C(=O)COc1ccccc1)C1CCS(=O)(=O)C1 (configuration not stated) | -6 | 5 | 11 | 9 | 9 | -2 | 10 | 1 | 5 | -15 | 8
O=C(COc1ccccc1Cl)NCc1ccccc1 | 7 | -17 | -25 | -9 | -7 | 8 | -16 | -19 | -9 | -17 | -19
COCCCNC(=O)c1c(NC(=O)C2COc3ccccc3O2)sc2c1CCCC2 (configuration not stated) | 2 | -1 | 14 | -13 | 1 | 10 | 6 | 9 | 4 | -5 | 5
Cc1[nH]c(SCC(=O)Nc2cc(S(C)(=O)=O)ccc2Cl)nc1Cc1ccccc1 | 18 | 8 | -3 | -1 | 8 | 1 | -8 | -7 | -5 | -17 | -27
CCCCOP(=O)(OCCCC)C(Nc1ccccc1)c1ccc2c(c1)OCO2 (configuration not stated) | 6 | -18 | 3 | 9 | -1 | 7 | 17 | 8 | -14 | 4 | 12
CCCn1c(CC)nc([N+](=O)[O-])c1S(=O)(=O)c1ccccc1 | 52* | 48 | 1 | 7 | -27 | 10 | -10 | 15 | 13 | 11 | 21
CC(C)(C)OC(=O)NCCCCCc1nnc(SCc2ccc(F)cc2)o1 | 11 | 15 | -18 | 4 | -5 | 5 | 1 | 22 | -12 | -26 | 17
CC1(C)C(=O)Nc2ccccc2N1C(=O)COc1cccnc1[N+](=O)[O-] | -5 | 8 | 2 | -1 | 3 | 0 | -5 | -20 | -4 | -18 | -7
O=C1CC2(CCCCC2)Oc2ccc(OCC(=O)N3CCOCC3)cc21 | -1 | 6 | -1 | 0 | -10 | 4 | x | x | -16 | -12 | 17
COc1cc(C(=O)N2CCN(C(=O)c3cccc4ccccc34)CC2)cc(OC)c1OC | -8 | -2 | -4 | -8 | -3 | 22 | 8 | -9 | 20 | 6 | 18
Cc1cc(C)c[n+](-c2nc3ccccc3nc2[N-]S(=O)(=O)c2ccc(Br)s2)c1 | -22 | 7 | -7 | -3 | -2 | 8 | 5 | -12 | -3 | -1 | 20
COc1cc(C2Nc3cccc4cccc(c34)N2)cc(OC)c1OC(C)=O | 7 | 13 | -14 | 4 | -8 | -4 | 2 | -15 | 8 | 0 | 11
O=C(Cn1cccc(C(F)(F)F)c1=O)c1ccc(Cl)cc1 | -17 | -22 | 7 | -1 | 4 | -7 | 6 | 10 | 13 | 10 | 14
CCOc1ccc(/C=C/C(=O)C(C(N)=O)=C2SCCS2)cc1 | 13 | -32 | 5 | -17 | 0 | 40 | -24 | -1 | -36 | -43 | -14
Cc1ccc(CN2CCN(CC(=O)N/N=C/c3ccccc3F)CC2)cc1 | 9 | -8 | -34 | -7 | -7 | 21 | 0 | 3 | -3 | -70 | 2
COc1ccc2nc(SC(C)C(=O)NC3CCCC3)[nH]c2c1 (configuration not stated) | 28 | -1 | 6 | -1 | -1 | -16 | 3 | -15 | 15 | 16 | 2
CC(=O)c1sc2nc(SCC(=O)NCCc3ccccc3)[nH]c(=O)c2c1C | 2 | -5 | 1 | -1 | -9 | -10 | 26 | 3 | 18 | -19 | -9
COc1ccc(-c2nnc3ccc(SCC(=O)N4CCN(c5ccccc5)CC4)nn23)cc1 | -4 | 19 | 19 | -1 | -13 | -2 | 8 | -20 | -5 | -3 | 12
CCC(C)NC(=O)CCCCCn1c(=O)[nH]c2cc(OC)c(OC)cc2c1=O (configuration not stated) | 3 | -8 | 6 | -1 | -8 | 1 | 0 | -4 | 11 | -6 | 1
COc1ccc(C(=O)Nc2cccnc2)cc1S(=O)(=O)N1CCOCC1 | -8 | 11 | -8 | -1 | 0 | -4 | 0 | 2 | -15 | 2 | 2
CC(=O)c1ccc(OCC(O)CN2CCN(S(=O)(=O)c3c(C)cc(C)cc3C)CC2)cc1 (configuration not stated) | -13 | 3 | 13 | -1 | -4 | -6 | 1 | -8 | 0 | -30 | 4
FC(F)C(F)(F)Oc1cccc(Nc2nccn3c(-c4cc(C(F)(F)F)cc(C(F)(F)F)c4)cnc23)c1 | -16 | 10 | 8 | x | -14 | 23 | 2 | -4 | -20 | 17 | 8
Nc1c2nc(-c3ccccc3)[nH]c(=O)c2nc(=O)n1-c1ccccc1 | 5 | 2 | -7 | -18 | -25 | -15 | -27 | 2 | 12 | -6 | -27
COc1cc(/C=C2\C(=N)N3N=C(C)SC3=NC2=O)cc(OC)c1OCCOc1ccccc1C | -7 | 21 | -8 | 4 | -4 | 7 | -7 | 3 | -2 | -7 | -3
C/C(=N\Nc1ccc2nncn2n1)c1cccs1 | -2 | -3 | 13 | -5 | -2 | -4 | -32 | -7 | -7 | -22 | 7
O=C(NNc1ccccc1)C(CCO)C(=O)NNc1ccccc1 | 0 | -6 | -8 | -11 | -5 | -3 | 10 | -26 | -4 | 13 | 11
O=C(Cc1ccc(Br)cc1)NCCCn1ccnc1 | -4 | 0 | -3 | 3 | -1 | 9 | 1 | 4 | 1 | -1 | -7
Cc1ccc(-n2c(CCc3nc4ccccc4[nH]3)n[nH]c2=S)cc1 | -12 | -13 | 9 | -9 | 9 | 2 | -15 | -9 | 6 | 3 | -6
COC(=O)c1sc(-c2ccc(Cl)cc2)cc1NC(=O)/C=C/C(=O)O | -29 | -68 | 20 | -17 | -19 | 2 | -19 | -30 | -38 | -23 | 8
Oc1ccc(C(=S)N2CCCC2)cc1 | 3 | 23 | -12 | 5 | -25 | 14 | -9 | -1 | -13 | 3 | 2
CCOC(=O)CCCCCC(=O)Nc1ccc2c(c1)C(=O)N([C@@H](C)CO)C[C@H](C)[C@H](CN(C)C(=O)c1ccccc1)OCCCC[C@H](C)O2 | -20 | -4 | -14 | -2 | 6 | 15 | 6 | 12 | -4 | -20 | 6
Cc1nn(C(C)C(=O)NC2C(=O)N3C(C(=O)O)=C(CSc4nnnn4C)CSC23)cc1Cl (configuration not stated) | 5 | 20 | 14 | -2 | -1 | -6 | 1 | 4 | -2 | -13 | -2
CCOC(=O)N1CCC(NC(=O)C2CCN(S(=O)(=O)N3CCCC3)CC2)CC1 | 8 | -14 | -7 | -3 | 2 | -2 | 11 | 10 | 26 | 4 | -1
COc1ccc(C(=O)c2cnc(/N=C/N(C)C)s2)cc1 | 3 | -34 | -18 | -6 | 8 | -7 | -31 | -38 | -31 | -46 | -39
COc1ccc(NC(=O)c2cccnc2Cl)c(S(=O)(=O)N2CCOCC2)c1 | 0 | 0 | -9 | 0 | 1 | 9 | 7 | 4 | 2 | 2 | -11
CCS(=O)(=O)Nc1ccc(C2=NN(C(=O)c3ccco3)C(c3cccc(F)c3)C2)cc1 (configuration not stated) | -6 | 29 | 38 | -9 | 0 | -9 | 20 | 7 | 13 | 18 | 1
O=C(NC(=O)c1c(F)cccc1F)O/N=C1\CCCc2occc21 | -2 | 1 | -9 | 4 | 5 | -1 | -5 | -10 | 7 | 2 | 26
O=S(=O)(NCCc1cn2ccccc2n1)c1ccc(-c2ccccc2)cc1 | -20 | 13 | -8 | -1 | 6 | -10 | 17 | -10 | -2 | 10 | -18
O=C1NC(=O)C(CC(=O)N(Cc2cccs2)C2(C(=O)NC3CCCCC3)CCCCC2)N1 (configuration not stated) | -6 | -25 | 8 | 11 | 5 | 6 | 23 | -1 | 1 | 7 | 11
Cc1cccc(NC(=O)CSCC(=O)N(C)Cc2ccc(Cl)c(Cl)c2)c1 | -14 | 3 | -1 | -9 | -18 | 4 | 3 | -12 | 10 | 1 | 7
c1ccc2c(-c3nn[nH]n3)cccc2c1 | 4 | -5 | 1 | 2 | 3 | -8 | -7 | -4 | 9 | -16 | 13
COC(=O)NNC(=O)COc1ccc2ccccc2c1Br | 2 | -13 | -15 | -5 | 5 | -6 | -9 | -11 | -17 | -19 | 6
